# L3MBTL1 block = blocks human L3MBTL1 | Q9Y468 | AlphaScreen L3MBTL1–H3K9me1 peptide binding | Potency, µM (top dose mostly 57.1 µM), inactives show at the highest dose activity, negative = inhibition, usual class: inhibitors | 230,000 compounds, 0.66% hits; active = well fitted inhibition curve with a large enough effect; inconclusive = small, poorly fitted or top-dose-only effect; inactive = no such curve, though single readings can be large or run the other way; also: nearly all actives have a fitted effect of over 60% in size
# Target sequence (Q9Y468 whole entry, looked up): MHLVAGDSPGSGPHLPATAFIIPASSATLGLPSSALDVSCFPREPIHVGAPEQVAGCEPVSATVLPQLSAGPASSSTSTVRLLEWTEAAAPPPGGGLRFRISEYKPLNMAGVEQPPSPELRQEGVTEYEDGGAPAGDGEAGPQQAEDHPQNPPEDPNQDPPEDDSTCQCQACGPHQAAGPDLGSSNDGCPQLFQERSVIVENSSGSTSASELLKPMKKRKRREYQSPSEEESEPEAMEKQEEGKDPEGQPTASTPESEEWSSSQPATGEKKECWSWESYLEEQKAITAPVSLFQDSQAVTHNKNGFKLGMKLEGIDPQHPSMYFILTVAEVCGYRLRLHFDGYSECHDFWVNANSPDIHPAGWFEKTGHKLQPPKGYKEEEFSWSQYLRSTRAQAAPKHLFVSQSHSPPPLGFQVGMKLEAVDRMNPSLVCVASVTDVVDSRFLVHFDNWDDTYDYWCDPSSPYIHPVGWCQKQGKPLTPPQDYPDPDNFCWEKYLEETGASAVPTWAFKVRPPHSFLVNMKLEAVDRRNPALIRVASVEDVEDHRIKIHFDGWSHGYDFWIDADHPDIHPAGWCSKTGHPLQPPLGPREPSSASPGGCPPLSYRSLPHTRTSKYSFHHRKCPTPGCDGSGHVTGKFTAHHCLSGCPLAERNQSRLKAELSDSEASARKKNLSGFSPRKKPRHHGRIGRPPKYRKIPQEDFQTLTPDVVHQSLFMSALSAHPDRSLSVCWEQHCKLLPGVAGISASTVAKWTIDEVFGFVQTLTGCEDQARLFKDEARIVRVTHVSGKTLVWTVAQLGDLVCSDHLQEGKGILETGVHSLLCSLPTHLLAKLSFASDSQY
#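 Displacement of a biotinylated histone H3(1-15) peptide monomethylated at Lys9 (75 nM) from L3MBTL1 (50 nM) was measured by AlphaScreen after a 30 min room-temperature compound incubation; cefsulodin titration served as intraplate control.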
# * hit, by the source's call; u = inconclusive; [ ] = another dose, or the depositor's remark. % is scaled to controls: 0 for no effect and ±100 for the full control effect; potency is read from the fitted curve at half-maximal effect.
canonical_smiles	L3MBTL1 block
CCc1nnc(NC(=O)C2CCCN(C(=O)c3ccc(Cl)cc3)C2)s1 (configuration not stated)	3%
O=C(Nc1ccccc1N1CCCC1)C1CC(=O)N(Cc2ccccc2)C1 (configuration not stated)	-1%
Cc1csc(=O)n1CC(=O)OCC(=O)NNC(=O)c1ccc(Cl)cc1	5%
Cc1noc(C)c1C(=O)OCC(=O)Nc1ncc(Cl)c(C)c1Cl	u
Cc1cccc(C)c1NC(=O)CN(C)C(C)C(=O)NCC(=O)Nc1ccc(F)c(F)c1F (configuration not stated)	8%
Cc1ccc(C)c(Oc2cc(NN3CCCCC3)c([N+](=O)[O-])cc2[N+](=O)[O-])c1	3%
Cc1cc(NC(=O)CN(C)CC(=O)Nc2ccc(F)c(F)c2F)no1	5%
Cc1ccc2[nH]cc(CCNC(=O)C3CCCO3)c2c1 (configuration not stated)	1%
O=C(c1cc(C2CC2)nn1-c1ccccc1)N1CCN(S(=O)(=O)c2ccccc2)CC1	-1%
O=C(Cn1cnc2scc(-c3ccc(F)cc3)c2c1=O)NCC(c1ccco1)N1CCCC1 (configuration not stated)	-2%
C[C@@H]1CC(=O)[C@H]2CC(CO)=CCC[C@@H]2[C@@]1(C)CC/C(=C/CO)CO	2%
CCCCN(C(=O)CSc1nnc(-c2ccccc2)o1)c1c(N)n(CCC)c(=O)[nH]c1=O	0%
O=C(O)c1ccc(CSc2nc3ccccc3c(=O)n2-c2ccccc2)cc1	-2%
CCN(C(=O)/C=C/c1ccc(OC)cc1)C1CCS(=O)(=O)C1 (configuration not stated)	7%
CC(NC(=O)c1ccccc1SCC(=O)N1CCCC1)c1ccccc1 (configuration not stated)	5%
CCOc1ccc(CCNC(=O)c2ccccc2OCc2c(C)noc2C)cc1OCC	-5%
Cn1ccc2cc(-c3ccc4ncnc(NCc5ccc6c(c5)OCO6)c4c3)ccc21	-13%
CCOC(=O)c1ccccc1NC(=O)COC(=O)CCC(=O)c1ccc(C)cc1	22%
O=C(NC1CCS(=O)(=O)C1)C1CCCC1 (configuration not stated)	-2%
CC1Cc2ccccc2N1S(=O)(=O)c1cccc(C(=O)NCc2ccccn2)c1 (configuration not stated)	-4%
Cc1nn(-c2ccccc2)c(C)c1NC(=O)COC(=O)/C=C/c1ccccc1	6%
CCOc1ccc(C(=O)COC(=O)C2CCN(c3ccc(C(F)(F)F)cn3)CC2)cc1	11%
O=C(Cc1n[nH]c(=O)c2ccccc12)OCC(=O)c1ccc(F)cc1	0%
CC(C(=O)NCCCn1ccnc1)(c1ccccc1)c1ccccc1	11%
Cc1cccc(Nc2nc(-c3ccccc3)cs2)n1	-13%
CN1CCN(C(=O)c2cc3ccccc3cc2O)CC1	21%
CCCN1CCC(=O)N(CCO)CC1	-6%
O=C(CCC1CCCC1)Nc1cc(C(F)(F)F)ccc1N1CCOCC1	21%
COc1ccc(-c2csc(N(CCCN(C)C)C(=O)c3cc(OC)c(OC)c(OC)c3)n2)cc1	-1%
Cc1oc(C(=O)O)cc1COc1cccc2ccccc12	9%
Cn1cccc1C(=O)N1CCN(S(=O)(=O)c2ccccc2)CC1	-7%
C/C(=N\OCC(=O)OCC(=O)N(C)c1ccccc1)c1ccc2c(c1)OCO2	4%
Cc1cc(-c2ccc(Cl)cc2)n2nc(C)cc2n1	24%
Cc1cc(NC(=O)CC(C)C)c(=O)n(Cc2ccccc2F)c1	-6%
O=C(CSC1=NS(=O)(=O)c2ccccc2N1)Nc1nccs1	5%
CC(C)(C)NC(=O)C(Cc1ccccc1)N1C(=O)c2ccccc2C1=O (configuration not stated)	8%
Nc1cc(N)nc(SCC(=O)NC(=O)NC2CCCC2)n1	0%
O=C(CCC(=O)N1CCOc2ccc(Cl)cc21)N1CCN(c2ccccn2)CC1	0%
COc1ccc(-c2nnc(NC(=O)c3ccccc3[N+](=O)[O-])s2)c(OC)c1	-1%
CCN(CC(=O)NCc1ccc(F)cc1)C(=O)C(C)Oc1cccc(Cl)c1 (configuration not stated)	0%
CC(=O)c1cccc(NC(=O)CNC(=O)c2sc3ccccc3c2Cl)c1	5%
CNC[C@H]1Oc2c(NS(=O)(=O)c3ccc(F)cc3)cccc2C(=O)N([C@H](C)CO)C[C@@H]1C	4%
COc1ccc(C2=NS(=O)(=O)N(C)C(C(=O)NC3CCCC3)=C2)cc1OC	-6%
O=C(COc1ccc([N+](=O)[O-])cc1)N1CCc2ccccc2C1	-3%
Cc1c(C(=O)N2CCOCC2)oc2ccccc12	1%
Cc1cccc(OCC(=O)N2CCC3(CC2)CC(=O)c2ccccc2O3)c1	0%
CCN(CC)CCn1c2c(c(SCC(=O)Nc3ccccc3Cl)nc1=O)CCCC2	-25%
Cc1ccc(S(=O)(=O)Nc2cccc(C(=O)NCC(c3ccco3)N3CCCCC3)c2)cc1F (configuration not stated)	-3%
CCCNC(=O)C(Cc1cccc(Br)c1)NC(=O)c1ccc(C#N)cc1 (configuration not stated)	33%[activator]
Cc1c(C(=O)NNC(=O)c2cccnc2)cccc1[N+](=O)[O-]	3%
CC(=O)Nc1ccc(C(=O)OCC(=O)Nc2c(C)n(C)n(-c3ccccc3)c2=O)cc1	11%
C/C(=C\c1ccccc1)CN1CCN(C)CC1	-5%
N#Cc1cccc(C(=O)Nc2ccccc2C(=O)NC2CC2)c1	1%
O=C(CN1C(=O)NC(CCc2ccccc2)C1=O)Nc1ccccc1C(F)(F)F (configuration not stated)	4%
Cc1ccccc1NC(=O)c1ccc2c(c1)CCN2S(C)(=O)=O	6%
COc1cccc(CNCc2ccccc2OC)c1	1%
CC(=O)N1CCN(C(=O)c2cccc(S(=O)(=O)NCc3ccccc3)c2)CC1	-5%
COc1ccc(Cl)cc1C(=O)n1cnc2ccccc21	5%
COc1ccccc1C(C)NC(=O)Cc1ccc(S(=O)(=O)N2CCOCC2)s1 (configuration not stated)	2%
O=C(CCNS(=O)(=O)c1ccccc1Cl)OCc1nnc(-c2ccccc2Cl)o1	6%

# Following part.
SMILES | L3MBTL1 block
Cc1cccc(N2CN(S(=O)(=O)c3cccc([N+](=O)[O-])c3)c3nc4ccccc4nc32)c1 | 1%
Cc1ccc(NC(=O)C2CCCC2)cc1S(=O)(=O)N1CCOCC1 | -1%
OC[C@@H](O)[C@@H](O)CO | 13%
O=[N+]([O-])c1cccc(S(=O)(=O)NC2CC3CCC2C3)c1 (configuration not stated) | -1%[2.29 µM]
O=[N+]([O-])c1ccc(S(=O)(=O)Nc2ccccn2)cc1 | -5%[2.29 µM]
O=C(CCNC(=O)c1ccc(Br)cc1)NCC1CCCO1 (configuration not stated) | -7%
O=C(COC(=O)c1ccccc1)c1ccc(S(=O)(=O)N2CCCCC2)cc1 | 4%
COc1ccc(C)cc1N1CC(C(=O)Nc2ccccc2C(=O)NC2CC2)CC1=O (configuration not stated) | 1%
Nc1nc(COC(=O)c2ccc3c(c2)OCCO3)nc(Nc2ccccc2)n1 | -4%
COc1ccc(C(=O)OC(C)CN2CCN(C)CC2)cc1 (configuration not stated) | 5%
CC1CCC(NC(=O)CN(C)CC(=O)Nc2ccc(F)cc2)CC1 (configuration not stated) | -1%
COc1cc(OC)cc(C(=O)Nc2ccc(C(=O)Nc3ccccc3OC)cc2)c1 | -2%
COC(=O)c1ccc(C)c(NC(=O)Cn2c(C)csc2=O)c1 | 0%
CCOC(=O)c1cnc2c(ccc3ccccc32)c1N | 8%
C=CCN(C(=O)C1CSC2(C)CCC(=O)N12)c1nc(-c2ccccc2)cs1 (configuration not stated) | -24%
COC(=O)[C@]1(C)N[C@H](CN(C)S(=O)(=O)c2ccc(C)cc2)[C@@H]2C(=O)N(C)C(=O)[C@@H]21 | 8%
Cc1ccc(C)c(NC(=O)CN(C)C(=O)c2oc3c(Cl)cccc3c2C)c1 | 3%
COc1ccc(S(=O)(=O)N2CCOCC2)cc1NC(=O)c1sccc1C | -4%
N#CC1(NC(=O)COC(=O)c2ccc(Cl)nc2)CCCCC1 | 4%
Cc1ccc(-n2ccnc2SCC(=O)c2c(N)n(C3CC3)c(=O)[nH]c2=O)cc1C | -1%

# Rewritten as labelled records: entries from further up
SMILES: CC1CCC(NC(=O)CN(C)CC(=O)Nc2ccc(F)cc2)CC1 (configuration not stated)
  L3MBTL1 block: -1%

SMILES: COc1cc(OC)cc(C(=O)Nc2ccc(C(=O)Nc3ccccc3OC)cc2)c1
  L3MBTL1 block: -2%

SMILES: COC(=O)c1ccc(C)c(NC(=O)Cn2c(C)csc2=O)c1
  L3MBTL1 block: 0%

SMILES: CCOC(=O)c1cnc2c(ccc3ccccc32)c1N
  L3MBTL1 block: 8%

# New compounds follow.
SMILES | L3MBTL1 block
COc1ccccc1C(=O)CN1C(=O)NC2(CCCCCC2)C1=O | 9%
CC(=O)c1sc(NC(=O)C2CCN(C(=O)c3ccc(F)cc3)CC2)nc1-c1ccccc1 | -12%
Cc1ccccc1CC1(CO)CCCN(C(=O)CCC(F)(F)F)C1 (configuration not stated) | 11%
Cc1ccc(C)c(NC(=O)c2ccc(OCc3c(C)noc3C)cc2)c1 | 5%
Cc1ccnn1-c1ccc(C(=O)NCC(c2ccco2)N2CCCC2)cc1 (configuration not stated) | -7%
Cc1ccc(N2C(=O)N(CC(=O)Nc3cccc(Cl)c3)C(=O)C2C)cc1 (configuration not stated) | -2%
Cc1ccc(C(=O)NCN2CCN(c3ccccc3)CC2)cc1 | -8%
CC(=O)N1c2ccc(S(=O)(=O)N3CCCC(C(=O)N4CCCCC4)C3)cc2CC1C (configuration not stated) | 6%
O=C(COc1ccc(Br)cc1)Nc1nnc(C2CC2)s1 | 2%
COc1ccc(NS(=O)(=O)c2ccc(C(=O)N(C)Cc3ccc(C)o3)cc2)cc1 | -10%
CCCCCCCC1c2c(c(C)c(C)oc2=O)Oc2c(C)c(C)oc(=O)c21 | 2%
O=[N+]([O-])c1ccc(-c2nnc(S)n2-c2ccccc2)cc1 | -1%
CCCCOC(=O)Nc1nnc(CC(=O)NCc2ccccc2)s1 | 5%
CC1CCCN(S(=O)(=O)c2cccc(C(=O)OCC(=O)N(C)Cc3c(F)cccc3Cl)c2)C1 (configuration not stated) | -7%
COc1ccccc1C(=O)NCCC(=O)N1CCN(c2ccccc2O)CC1 | -4%
O=[N+]([O-])c1cccc(-c2c(-c3ccccc3)ncc3cc(F)ccc23)c1 | -9%
CN(Cc1ccccc1)C(=O)c1ccc(NC(=O)Cc2ccc([N+](=O)[O-])cc2)cc1 | -4%
O=C(CC1C[C@H](C(=O)N2CCOCC2)[C@@]2(CCC3CCCC3)c3[nH]c4ccccc4c3CCN2C1=O)NCCC1=CCCCC1 (some centres not stated) | -2%
C[C@H](CO)N1C[C@H](C)[C@@H](CN(C)C(=O)Nc2ccccc2)Oc2ccc(NC(=O)C3CC3)cc2C1=O | -6%
Cc1cc(C)c(C)c(S(=O)(=O)N2CCC(C(=O)NNC(=O)c3ccccc3O)CC2)c1C | -8%
c1ccc(COc2ccc3nocc3c2)cc1 | 12%
O=C(c1ccccc1)c1ccc(Cn2cc(-c3ccccc3)nn2)cc1 | 14%
CC(C)Oc1ccc(S(=O)(=O)N2CCOCC2)cc1NC(=O)C1=NN(c2ccccc2)C(=O)CC1 | -2%
CS(=O)(=O)c1ccc([C@@H](O)[C@@H](CO)NC(=O)C(Cl)Cl)cc1 | 2%
CCOC(=O)C1=C(C)N(CCCC(=O)O)C(=O)NC1c1ccc(Cl)cc1 (configuration not stated) | 0%
COc1ccccc1C(=O)NCC(=O)Nc1ccc2c(c1)OCO2 | -4%
Cc1ccccc1CN1CCN(CC2CC2)CC1CCO (configuration not stated) | -9%
Cc1ccc(S(=O)(=O)N(C)C)cc1NC(=O)COC(=O)C1CC(=O)N(c2ccc3c(c2)OCCO3)C1 (configuration not stated) | -9%
CCOc1ccc(N/C=C/C(=O)c2ccc(OC)c(OC)c2)cc1 | 3%
O=c1ccnc(SCCc2ccccc2)[nH]1 | 8%
CC1(C)CC(NC(=S)NC(=O)c2cc(Br)ccc2Cl)CC(C)(C)N1 | -1%
O=C(COC(=O)c1ccc2c(c1)OCCO2)NCCc1ccccc1 | -3%
COC(=O)C1C(=O)C(C(=O)c2ccc([N+](=O)[O-])cc2)C(=O)CC1(C)C (configuration not stated) | -5%[2.29 µM]
O=C(COC(=O)c1cccc(O)c1)Nc1ccc(N2CCOCC2)cc1 | -2%
COc1cccc(NC(=O)COC(=O)C2CC2)c1 | -4%
Nc1cc(=O)[nH]c(SCC(=O)N2CCC(Cc3ccccc3)CC2)n1 | -1%
COc1cccc(NC(=O)CN(C)C(=O)CC2Sc3ccccc3NC2=O)c1 (configuration not stated) | -1%
O=S(=O)(NCc1nnc2ccccn12)c1ccc(Cl)cc1 | -2%
Cc1cc(C)c(NC(=O)CN(C)CC(=O)Nc2cccc(S(=O)(=O)N(C)c3ccccc3)c2)c(C)c1 | 0%
Cc1cc(C(=O)CCC(=O)NCC(=O)Nc2c(C)cccc2C)c(C)s1 | -5%
CCN(CC(=O)NCc1cccs1)C(=O)CCCOc1ccccc1 | -4%
COc1cccc(NC(=O)COC(=O)c2sccc2C)c1 | -1%
Cc1ccccc1C(=O)NC1CCCN(Cc2ccccc2F)C1 (configuration not stated) | 2%
O=C(c1cccc(NS(=O)(=O)c2ccccc2)c1)N1CCCCC1 | 32%[activator]

# Quoted from above, 5 compounds:
SMILES | L3MBTL1 block
CCc1nnc(NC(=O)C2CCCN(C(=O)c3ccc(Cl)cc3)C2)s1 (configuration not stated) | 3%
O=C(Nc1ccccc1N1CCCC1)C1CC(=O)N(Cc2ccccc2)C1 (configuration not stated) | -1%
Cc1csc(=O)n1CC(=O)OCC(=O)NNC(=O)c1ccc(Cl)cc1 | 5%
Cc1noc(C)c1C(=O)OCC(=O)Nc1ncc(Cl)c(C)c1Cl | u
Cc1cccc(C)c1NC(=O)CN(C)C(C)C(=O)NCC(=O)Nc1ccc(F)c(F)c1F (configuration not stated) | 8%

# Bioassay records deposited in PubChem by National Center for Advancing Translational Sciences (NCATS).

# This is a subset (hit frequency here may not be typical).
